HepG2 tox: qHTS for Inhibitors of TGF-b: Cytotox Counterscreen; HepG2 CAGA-GFP viability, ATP luminescence, 18 h; Potency, µM (series often up to 46.1 µM), inactives show top-dose activity change, negative = cytotoxicity, usual class: cytotoxic; hit rate 0.76% among 410,000; also: potency is read from the fitted curve at half-maximal effect; some results filed as inactive show a strong effect at the top dose
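HepG2 CAGA-GFP cells (1000/well, DMEM with 1% FBS) received compound, then TGF-beta at 500 pg/mL final, and were incubated 18 hours at 37 degrees C. Viability was read by CellTiter-Glo luminescence. Media-only wells were set as complete cell-killing and DMSO as no toxicity.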
TGFb inhibitor: qHTS for Inhibitors of TGF-b; hit rate 1.2% among 410,000; Potency, µM (highest dose often 46.1 µM), inactives show top-dose activity, negative = inhibition, hits mostly inhibitors; HepG2 CAGA-GFP TGF-b/SMAD3 reporter, GFP fluorescence, 18 h; TGF-beta stimulated, 500 pg/mL final; also: potency is read from the fitted curve at half-maximal effect; % is scaled to controls: 0 for no effect and ±100 for the full control effect; nearly all actives have a fitted effect of over 65% in size
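Smad-responsive CAGA-GFP expression was quantified in HEPG2 cells exposed to compounds and 500 pg/mL final TGF-beta for 18 h at 37 degrees C; unstimulated wells defined full inhibition.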
pAkt inh: HTS Assay for Inhibitors of Akt Phophorylation: Primary Screen | Neuro2A IGF-stimulated pAkt S473 HTRF, 20 min; hits give low values | hit rate 0.32% among 360,000 | activity change, % for hits at 50 µM | AID 651550, 2012; in the data active = activity change below about -80%; inconclusive = mostly about -51% to -80%; also: % is scaled to controls: 0 for no effect and ±100 for the full control effect
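Neuro2A cells in DMEM with 0.5% FBS, overnight at 37 deg C, given compound at single 50 µM final, then IGF (6 nM final) for 20 min at 37 deg C. Lysed; phospho-Akt Ser473 by HTRF after 24 h, 665/615 ratio.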
Abeta rescue: qHTS for compounds that reverse cellular toxicity of Amyloid beta (A-beta) peptide in yeast: Primary Screen. yeast expressing A-beta42, growth rescue, OD600, 48 h; response scale: 0% DMSO, 100% iron-clioquinol control. hit rate 0.063% among 410,000. Potency, µM (series often up to 46.1 µM), for inactives: at the highest dose growth rescue, most hits filed as activators. AID 1347071, 2019; also: potency is read from the fitted curve at half-maximal effect; nearly all actives have a fitted effect of over 55% in size
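Yeast growth medium received pinned compounds, then yeast cells expressing toxic A-beta were added; plates incubated at 30 C for 48 hr. Growth read as absorbance at 600 nm, normalized to DMSO and equimolar FeCl3 plus clioquinol controls.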
Nrf2 block: Nrf2 qHTS screen for inhibitors | Potency, µM (titrated, usually from 46 µM), for inactives: top-dose activity change, negative = inhibition, most hits filed as inhibitors | hit rate 2.1% among 360,000 | A549 ARE-Fluc reporter, luciferase luminescence, 18-24 h | AID 504444, 2011; also: potency is read from the fitted curve at half-maximal effect; % is scaled to controls: 0 for no effect and ±100 for the full control effect; nearly all actives have a fitted effect of over 60% in size
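A549 ARE_Fluc cells, 5000/well, 5% FBS OPTI-MEM; compounds in dose-response, 18-24 h at 37 °C/5% CO2; CellTiter-Fluor viability read (Ex 405/Em 525), then BugLite luciferase luminescence = Nrf2 activity.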
MmCpn inh: Inhibitors of TCP-1 ring complex (TRiC) of Methanococcus maripaludis (MmCpn): qHTS; Chaperonin Mm-Cpn (Methanococcus maripaludis); purified Mm-Cpn ATPase, ADP Transcreener TR-FRET; Potency, µM (top dose mostly 76.9 µM), inactives show top-dose activity, negative = inhibition, usual class: inhibitors; hit rate 0.031% among 330,000; AID 504842, 2011; also: potency is read from the fitted curve at half-maximal effect; % is scaled to controls: 0 for no effect and ±100 for the full control effect; nearly all actives have a fitted effect of over 80% in size
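Compound-treated chaperonin, 25 nM final, turns over 10 uM ATP at 37°C for 30 min following a 10 min preincubation; ADP generated competes with ADP-d2 for Eu-cryptate antibody, lowering FRET.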
Nrf2 ARE act: qHTS of Nrf2 Activators. Potency, µM (series often up to 46.1 µM), inactives show at the top dose activation, hits mostly activators. hit rate 0.31% among 410,000. AREc32 ARE-luciferase reporter (MCF7-derived line), luminescence, 24 h. AID 624171, 2012; also: potency is read from the fitted curve at half-maximal effect; % of control where 0% means no effect; nearly all actives have a fitted effect of over 65% in size
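Quantitative high-throughput format: AREc32 reporter cells, 1000 per well, received compound by pin transfer and were incubated 24 hr at 37 deg C, 5% CO2, before Steady-Glo luminescence detection.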
CCT chaperon mod: High-Throughput Screening for Modulators of Cytosolic Chaperonin Activity. purified chaperonin ATPase assay, HTRF ADP detection, 30 min. activity change, % (test concentration not listed), hits read low. hit rate 0.3% among 360,000. AID 651819, 2012; in the data active = activity change below about -30%; also: % is scaled to controls: 0 for no effect and ±100 for the full control effect
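Enzyme 40 or 20 nM (batch-dependent) in Tris pH 7.4/KCl/MgCl2/DTT; cpd 76 uM single point; ATP 10 uM; 30 min 37 °C; Transcreener ADP HTRF detection, 30 min RT; ratio 665/615.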
A549 tox: Nrf2 qHTS screen for inhibitors: counterscreen for cytotoxicity. A549 ARE-Fluc cells, CellTiter-Fluor viability, 18-24 h. Potency, µM (doses to about 46 µM), for inactives: at the highest dose activity change, negative = cytotoxicity, actives largely listed as inhibitors. hit rate 0.16% among 390,000; also: potency is read from the fitted curve at half-maximal effect; % is scaled to controls: 0 for no effect and ±100 for the full control effect
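A549 ARE-Fluc cells in 5% FBS OPTI-MEM, 5000 cells/well, rested 2 h then exposed to compounds in concentration-response for 18-24 h at 37 °C. Viability by CellTiter-Fluor fluorescence (Ex 405/Em 525) after 30 min; luciferase luminescence (BugLite, 15 min, RT) read afterwards.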
Starred values were filed as active, the others as inactive; i = inactive; ? = inconclusive; . = not tested or not shown; [ ] = remark or other dose. Unless noted, calls follow the shape of the dose curve; as a rule, active = well fitted curve in the direction sought with a large enough effect; inconclusive = small, poorly fitted or top-dose-only effect, or another doubt; inactive = no such curve, though single readings can be large; an effect the other way counts as inactive or inconclusive.

canonical_smiles,HepG2 tox,TGFb inhibitor,pAkt inh,Abeta rescue,Nrf2 block,MmCpn inh,Nrf2 ARE act,CCT chaperon mod,A549 tox
CC(C)(C)c1ccc(/C=C/C(=O)N2CCOCC2)cc1,1%,7%,i,16%,?,0%,3.2%,-0.2,-3%
Cc1cccc([N+](=O)[O-])c1NC(=O)CN(Cc1ccccc1)Cc1ccccc1,14%,0%,i,-15%,-15%,2%,4.9%,-3.2,0%
COc1ccc(-n2ncc(C(=O)NCc3cccs3)c2C2CCN(C(=O)OC(C)(C)C)CC2)cc1,-22%,0%,.,17%,-14%,.,0.2%,.,1%
COc1ccc(N2C(=O)c3ccccc3NC2(C)C)cc1,-3%,-11%,i,4%,?,-3%,0.3%,-5.4,7%
CCOc1ccc2c(c1)c(=O)c(S(=O)(=O)c1ccc(C)cc1)cn2CC,3%,-1%,i,-16%,?,-5%,0.0%,1.9,13%
O=C(C[C@H]1C/C=C\C[C@H](NC(=O)OCC2c3ccccc3-c3ccccc32)C(=O)O[C@@H](c2ccccc2)CNC1=O)NCCO,-15%,0%,i,-15%,10%,-1%,5.1%,0.9,5%
CCOC(=O)c1c(-c2ccccc2)[nH]c2ccc(O)cc12,5%,22%,i,-5%[9.22 µM],.,-11%,-0.4%,-4.2,-4%
COc1ccc(C(CNC(=O)COc2ccc(F)cc2Cl)N2CCCCC2)cc1 (stereo unspecified),19%,15%,i,-12%,1%,-1%,0.3%,-0.7,-3%
Nc1nc(NCc2ccco2)nc(Nc2ccc(F)cc2)c1[N+](=O)[O-],23%,6%,i,-14%,4%,2%,6.4%,-2.0,5%
Cc1ccc(CN2CCC(n3nccc3NC(=O)c3ccccc3C)CC2)o1,2%,-8%,i,-4%,21%,1%,-0.1%,1.0,0%
O=S(=O)(NCC(c1ccco1)N1CCN(c2ccccc2F)CC1)c1ccc2c(c1)OCCO2 (stereo unspecified),-7%,-14%,i,8%,-22%,-6%,0.6%,-1.3,-8%
CC(=O)c1cccc(NC(=O)c2ccc(N(Cc3ccc(C)cc3)S(C)(=O)=O)cc2)c1,-25%,5%,i,-5%,.,-1%,3.0%,-0.4,0%
C#CCn1c2ccccc2c2nc3ccccc3nc21,-2%,1%,i,-8%,?,0%,5.2%,-2.3,-4%
COc1ccccc1-c1nc2ccccc2c(=O)n1NC(=O)c1cccs1,-7%,2%,i,30%,5%,0%,-0.2%,0.4,0%
C=CCNC(=S)N/N=C/c1ccc(C)s1,-18%,?,i,?,6%,1%,5.2%,-0.5,7%

canonical_smiles,HepG2 tox,TGFb inhibitor,pAkt inh,Abeta rescue,Nrf2 block,MmCpn inh,Nrf2 ARE act,CCT chaperon mod,A549 tox
COc1ccc(NC(=O)CCN2CCN(c3cccc(Cl)c3)CC2)cc1,-32%,0%,.,-2%,-5%,.,-0.8%,.,0%
CC(Oc1ccc2c3c(c(=O)oc2c1)CCCC3)C(=O)NCc1ccncc1 (stereo unspecified),8%,-18%,i,3%,3%,0%,-0.1%,-0.2,-9%
CCOc1ccc(NC(=O)Nc2ccc(N(C)C(C)=O)cc2)cc1,0%,4%,i,17%,-8%,.,2.5%,-4.0,0%
CCN(C(=O)COC(=O)c1cc(OC)c(OC)cc1[N+](=O)[O-])C1CCS(=O)(=O)C1 (stereo unspecified),1%,12%,i,-12%,1%,-1%,-0.5%,1.1,-2%
Cc1cccc(C(=O)Nc2ccc(OCc3cc(=O)n4ccsc4n3)cc2)c1,0%,2%,.,-2%,?,.,-0.7%,.,0%
CCCCN1C(=O)C(CC(=O)NC2CCCC2)CC(C(=O)N2CCOCC2)=C1C (stereo unspecified),3%,3%,i,9%,.,.,0.0%,2.2,.
CCC(CC)c1nnc(NC(=O)Cc2c[nH]c3ccccc23)s1,-33%,?,i,14%,.,.,8.1%,0.8,.
Nc1cc(N)nc(SCC(=O)c2ccc3c(c2)NC(=O)CO3)n1,-1%,15%,i,2%,18%,?,0.2%,1.1,1%
COc1ccc(C(=O)N/N=C(\C)CC(=O)NC2CCCCC2)c(OC)c1,1%,0%,i,6%,4%,2%,-0.2%,2.5,-1%
CN(CCCNC(=O)c1ccc(N2CCCC2=O)cc1)c1ccccc1,2%,13%,i,-9%,-22%,-1%,-1.0%,-4.7,-5%
CCOC(=O)C1CCN(C(=O)COc2cccc(C)c2)CC1,5%,6%,i,-6%,6%,-14%,0.8%,-0.1,3%
O=c1c2ccccc2ncn1Cc1cccc2ccccc12,-9%,-2%,i,2%,-11%,-7%,1.8%,-0.5,8%
CC(=O)c1cccc(CN2CCN(C3CCCCC3)C(CCO)C2)c1 (stereo unspecified),11%,17%,i,-4%,-1%,-1%,-0.3%,-1.4,-10%
COCCNC(=O)c1cc2c(=O)n3cccc(C)c3nc2n(Cc2ccncc2)c1=N,14%,8%,i,11%,15%,-4%,0.3%,1.4,?
CCC(C(=O)Nc1cccc(-c2cn3cccnc3n2)c1)c1ccccc1 (stereo unspecified),-25%,-20%,.,-17%,.,.,5.8%,.,3%

A different layout for some results above:
Each structure is followed by: HepG2 tox	TGFb inhibitor	pAkt inh	Abeta rescue	Nrf2 block	MmCpn inh	Nrf2 ARE act	CCT chaperon mod	A549 tox
- CC(Oc1ccc2c3c(c(=O)oc2c1)CCCC3)C(=O)NCc1ccncc1 (stereo unspecified)
 : 8%	-18%	i	3%	3%	0%	-0.1%	-0.2	-9%
- CCOc1ccc(NC(=O)Nc2ccc(N(C)C(C)=O)cc2)cc1
 : 0%	4%	i	17%	-8%	.	2.5%	-4.0	0%

One compound at a time (already shown).
`COc1ccc(NC(=O)CCN2CCN(c3cccc(Cl)c3)CC2)cc1` as listed: HepG2 tox = -32%; TGFb inhibitor = 0%; pAkt inh = .; Abeta rescue = -2%; Nrf2 block = -5%; MmCpn inh = .; Nrf2 ARE act = -0.8%; CCT chaperon mod = .; A549 tox = 0%
`CCC(C(=O)Nc1cccc(-c2cn3cccnc3n2)c1)c1ccccc1` (stereo unspecified) as listed: HepG2 tox = -25%; TGFb inhibitor = -20%; pAkt inh = .; Abeta rescue = -17%; Nrf2 block = .; MmCpn inh = .; Nrf2 ARE act = 5.8%; CCT chaperon mod = .; A549 tox = 3%

Carrying on:
canonical_smiles,HepG2 tox,TGFb inhibitor,pAkt inh,Abeta rescue,Nrf2 block,MmCpn inh,Nrf2 ARE act,CCT chaperon mod,A549 tox
O=C(Nc1cccc(C(=O)O)c1)Nc1cccc2ccccc12,-2%,0%,i,8%,6%,-16%,-1.0%,-1.3,-3%
CC(=O)c1cc(C#N)c(Oc2cc(C)cc(C)c2)nc1C,5%,6%,i,16%,-12%,1%,0.6%,-2.7,1%
COc1ccc(OC)c(NC(=O)CCCOc2cc(=O)n(C)c3ccccc23)c1,-17%,-8%,.,5%,?,.,23%,.,-1%
COc1ccc(-c2nc3ccccc3s2)cc1NC(=O)c1ccccc1F,-4%,1%,.,-12%,8%,.,-0.3%,.,-1%
CSc1sc(C(=O)N(C)C)c2c1S(=O)(=O)N(C)c1ccccc1-2,4%,0%,i,1%,-1%,-1%,-0.7%,1.3,-8%
O=C(Nc1ccc(S(=O)(=O)O)cc1)c1ccc2c(c1)S(=O)(=O)c1ccccc1C2=O,5%,-17%,i,-6%,6%,.,0.4%,0.1,-7%
COc1cccc(CCN2C(=O)CCC3=C2CCC3=O)c1,3%,1%,i,-8%,.,.,-1.1%,-1.3,.
CCN1C(=O)c2ccc(-c3nc4ccccc4c(=O)o3)cc2C1=O,-34%,4%,i,18%,5%,2%,-0.4%,0.0,-2%
CCOC(=O)N1CCC(NC(=O)c2cc(C(=O)Nc3ccc(F)cc3F)ccc2CO)CC1,5%,-1%,i,-10%,-20%,2%,0.6%,1.2,-3%
Cc1ccc(S(=O)(=O)N2CCCCC2C(=O)N2CCN(c3ccccc3F)CC2)cc1 (stereo unspecified),-4%,-16%,.,20%,3%,0%,0.1%,-1.6,2%
O=C(N/N=C/c1ccc(-n2ccnc2)cc1)c1cccs1,7%,-14%,i,-15%,?,4%,-0.4%,-1.6,1%
O=C(Cc1ccc(Cl)cc1)Nc1ccccc1C(=O)Nc1ccc(C(=O)O)cc1,-37%,1%,i,-3%,?,5%,0.2%,0.0,-5%
O=C(CC1C(=O)NCCN1Cc1ccccc1)NCCN1CCCCC1=O (stereo unspecified),5%,-1%,i,.,10%,-3%,-0.3%,2.1,-5%
COc1ccc(/C=C/C(=O)c2ccccc2)c(OC)c1,-40%,?,i,-22%,?,-8%,?,0.1,1%
CC(C)CN(C(=O)CSc1nc2ccccc2[nH]1)c1c(N)n(Cc2ccccc2)c(=O)[nH]c1=O,5%,-4%,i,2%,.,.,0.3%,0.4,.
Cc1cc(=O)n2nc(N3CCCC3C(=O)Nc3ccccc3C)sc2n1 (stereo unspecified),-1%,-6%,i,-2%,0%,0%,0.2%,-1.9,-2%
O=C(NCCN1CCc2ccccc2C1)C1CC(=O)N(C2CCCC2)C1 (stereo unspecified),3%,-16%,i,3%,13%,2%,-0.2%,2.2,-2%

Source: PubChem BioAssay
